# STK33 inh = human STK33 kinase inhibition | purified STK33, MBP phosphorylation, ADP-Glo luminescence | inhibition, % at 10 µM | actives 0.073% (n = 320,000) | AID 2661;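 active means inhibition at or above 25%, using the most active replicate where run in duplicate; inactive means inhibition below 25%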
# Target sequence (Q9BYT3 whole entry, looked up): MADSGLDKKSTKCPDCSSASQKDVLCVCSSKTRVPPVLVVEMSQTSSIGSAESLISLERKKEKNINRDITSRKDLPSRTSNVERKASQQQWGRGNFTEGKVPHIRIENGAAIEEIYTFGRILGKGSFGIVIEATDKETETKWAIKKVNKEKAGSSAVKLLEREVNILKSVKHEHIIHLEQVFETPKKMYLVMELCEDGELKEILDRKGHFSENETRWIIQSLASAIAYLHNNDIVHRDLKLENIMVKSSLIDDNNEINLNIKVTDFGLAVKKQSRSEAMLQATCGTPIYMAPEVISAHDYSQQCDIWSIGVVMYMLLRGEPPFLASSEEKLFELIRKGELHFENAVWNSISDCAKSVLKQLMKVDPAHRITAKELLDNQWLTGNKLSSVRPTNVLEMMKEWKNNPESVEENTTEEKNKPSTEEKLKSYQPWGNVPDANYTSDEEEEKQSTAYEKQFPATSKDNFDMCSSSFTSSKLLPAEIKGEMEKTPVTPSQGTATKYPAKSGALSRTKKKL
# CHT block = inhibits the human high affinity choline transporter; Q9GZV3; CHT-expressing cells, membrane potential dye, choline response; active compounds read low; B-score at 10 µM; actives 0.86% (n = 310,000);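 active means B-score over 3 SD under the library average, and starting fluorescence ratio not unusually high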;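 further: choline stimulus applied at its EC90 after an EC20 pre-addition; B-score computed on integrated fluorescence ratio after choline addition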
# Target sequence (Q9GZV3 whole entry, looked up): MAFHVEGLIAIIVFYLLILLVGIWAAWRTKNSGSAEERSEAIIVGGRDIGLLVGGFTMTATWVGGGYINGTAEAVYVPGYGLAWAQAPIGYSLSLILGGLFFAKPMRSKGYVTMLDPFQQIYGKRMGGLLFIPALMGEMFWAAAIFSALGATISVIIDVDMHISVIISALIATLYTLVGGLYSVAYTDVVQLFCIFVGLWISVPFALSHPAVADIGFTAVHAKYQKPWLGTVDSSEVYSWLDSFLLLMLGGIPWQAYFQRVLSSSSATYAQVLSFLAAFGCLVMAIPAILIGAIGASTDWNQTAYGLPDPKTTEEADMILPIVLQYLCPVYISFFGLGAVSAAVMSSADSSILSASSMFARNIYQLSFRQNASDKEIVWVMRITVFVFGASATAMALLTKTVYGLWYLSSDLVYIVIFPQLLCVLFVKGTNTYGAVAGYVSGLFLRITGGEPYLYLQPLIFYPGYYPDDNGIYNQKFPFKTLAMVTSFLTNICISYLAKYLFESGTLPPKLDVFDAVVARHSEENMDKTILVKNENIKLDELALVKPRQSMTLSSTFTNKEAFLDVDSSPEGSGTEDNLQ
# CHT allo act = allosterically activates the human high affinity choline transporter. Q9GZV3. AID 488977. CHT-expressing cells, membrane potential dye, choline EC20; active compounds read high; LV-AA mutant CHT in HEK293 cells. actives 0.49% (n = 310,000). B-score at 10 µM;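 active means initial fluorescence not abnormally high and integrated response B-score, plate-corrected, over 3 SD above library mean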
# * marks the source's active call; other numbers are inactive results; i = inactive.
structure | STK33 inh | CHT block | CHT allo act
COc1cccc(C(=O)N2CCN(C3CCC(c4ccccc4)CC3)CC2)c1OC (stereo not given) | -0.8 | i | i
O=C(OCCN1CCCCC1)c1cc2ccccc2o1 | 2.1 | i | i
CN(Cc1ccon1)C(=O)CC1C(=O)NCCN1Cc1cccc(Oc2ccccc2)c1 (stereo not given) | -0.4 | i | i
C[C@@H]1C(=O)OC[C@H]1NC(=O)OCc1ccccc1 | -0.3 | i | i
CCOC(=O)c1c(-c2ccc(C)o2)csc1NC(=O)CN1CCCCC1 | 0.4 | i | i
O=C(Cc1c(F)cccc1Cl)c1ccc(O)cc1O | 1.9 | i | i
CN=C(NC1CCCCC1)c1ccc([N+](=O)[O-])cc1 | -2.3 | i | i
COc1ccc(/C=C/C(=O)Nc2cc(S(=O)(=O)N3CCOCC3)ccc2N2CCCC2)cc1OC | -0.4 | i | i
COc1cccc(N2CCN(C(=O)c3oc4ccccc4c3NC(=O)Cc3ccc(OC)c(OC)c3)CC2)c1 | -1.7 | i | i
O=C(Nc1c(Cl)cc(Cl)cc1C(=O)NCCN1CCOCC1)c1cccc([N+](=O)[O-])c1 | 1.9 | i | i
COc1ccccc1/C=N/NC(=O)CC(=O)NCc1cccnc1 | -1.1 | i | i
CCOc1ccc(NC(=O)c2ccc(NC(=S)NC3CCCCC3)cc2)cc1 | -0.3 | i | i
COc1ccc(N2CCN(C(=O)CS(=O)Cc3nc(-c4ccc(OC)c(OC)c4)oc3C)CC2)cc1 (stereo not given) | -1.0 | i | i
CC(=O)Nc1cccc(C(=O)NC2CCCc3c2cnn3-c2ccccc2F)c1 (stereo not given) | 0.5 | i | i
CCn1cc(C(=O)OCC(=O)Nc2cccc(Cl)c2Cl)c(=O)c2ccc(C)nc21 | -0.6 | i | i
Cc1cc(N2CCC(C)CC2)nc2ccc(N3C(=O)CCC3=O)cc12 | -1.0 | i | i
CCOC(=O)N1CCN(c2c(NCCN(C)Cc3ccccc3)c(=O)c2=O)CC1 | 0.4 | i | i
COc1cccc(/C=N/NC(N)=S)c1OCc1cccc(Cl)c1 | 0.0 | i | i
CCOc1ccc(OCCC(=O)N2CCN(S(=O)(=O)c3ccc(F)cc3)CC2)cc1 | -0.1 | i | i
COC(=O)c1cccc(NC(=O)CC2C(=O)NCCN2C(=O)c2ccc(F)cc2F)c1 (stereo not given) | -2.1 | i | i
Cc1ccc(NC(=O)CSc2nc(=O)n(CCCN3CCOCC3)c3c2CCCC3)cc1F | -0.7 | i | i
CC1CCCCN1C(=O)CSc1nnc(Cc2ccccc2)n1C (stereo not given) | -0.2 | i | i
O=S(=O)(Cc1cc(NCc2ccccc2)nc(-c2ccncc2)n1)c1ccccc1 | -0.9 | i | i
COCC(=O)NCCc1ccc(S(N)(=O)=O)cc1 | -2.1 | i | i
CC(=O)N1CCN(c2nc(CC(C)C)c3c(c2C#N)CCC3)CC1 | -0.3 | i | i
CCOC(=O)N1CCC(NC(=O)Cn2cc3c(n2)CCCCC3)CC1 | -0.7 | i | i
COC(=O)c1sc2nc(C)c([N+](=O)[O-])c(C)c2c1N | -2.5 | i | i
COc1cc(CCC(=O)Nc2cnc3ccccc3c2)cc(OC)c1OC | -1.2 | i | i
CN1C(=O)C(CC(=O)NC2CCCCC2)N(C)C1=O (stereo not given) | -0.5 | i | i
Cc1ccc(S(=O)(=O)Oc2ccccc2N2C(=O)C3CC=CCC3C2=O)cc1 (stereo not given) | -1.3 | i | i
CC1(C)C2CC=C(/C=N/NC(=O)C3CC3)C1C2 (stereo not given) | -2.4 | i | i
Cc1ccc(S(=O)(=O)n2nccc2-c2c(-c3ccccc3)noc2C)cc1 | 1.0 | i | i
CCN(c1ccccc1)S(=O)(=O)c1cccc(C(=O)NCc2cccnc2)c1 | -1.2 | i | i
Cc1ccc(/C=N/NC(=O)c2nnn(-c3nonc3N)c2-c2ccc3c(c2)OCO3)s1 | -1.4 | i | i
O=C1c2cccc3cc(Br)cc(c23)C(=O)N1Nc1ccc(Br)cc1 | -1.1 | i | i
O=c1c2c(nc3cc(-c4cccc(Cl)c4)[nH]n13)CCC2 | -1.1 | i | i
Cc1ccc(NP(=O)(c2ccc(N(C)C)cc2NC(=O)c2cccs2)N2CCOCC2)cc1 (stereo not given) | -0.9 | i | i
CC(=O)CC(C)(C)NC(C)=S | -1.3 | i | i
Cn1c(C(=O)N2CCCC(C(=O)NCc3ccccc3)C2)cc2sccc21 (stereo not given) | -0.3 | i | i
CCOc1ccc([C@@H]2CC=C(C(=O)O)[C@H](c3ccc(Cl)cc3)N2S(=O)(=O)c2ccc(C)cc2)cc1 | 1.7 | i | i

# 4 structures out of the list, arranged by formula weight, ascending.
structure | STK33 inh | CHT block | CHT allo act
CC(=O)CC(C)(C)NC(C)=S | -1.3 | i | i
Cn1c(C(=O)N2CCCC(C(=O)NCc3ccccc3)C2)cc2sccc21 (stereo not given) | -0.3 | i | i
Cc1ccc(/C=N/NC(=O)c2nnn(-c3nonc3N)c2-c2ccc3c(c2)OCO3)s1 | -1.4 | i | i
CCOc1ccc([C@@H]2CC=C(C(=O)O)[C@H](c3ccc(Cl)cc3)N2S(=O)(=O)c2ccc(C)cc2)cc1 | 1.7 | i | i

# The list continues.
structure | STK33 inh | CHT block | CHT allo act
Cc1ccc(S(=O)(=O)NCC(=O)OCC(=O)NCc2ccc(F)cc2)cc1 | -2.8 | i | i
CO/N=C1\CCn2c1c(C)c1ccccc12 | -1.0 | i | i
O=C(/C=C/c1cccc(F)c1)c1ccc(N2CCOCC2)cc1 | 0.6 | i | i
COc1ccc(/C=C(\C#N)C(=O)NCCCn2ccnc2)cc1 | -0.5 | i | i
Cc1cc(C)c2c(c1)cc(C)c1nnc(SCC(=O)Nc3cc(C)on3)n12 | 0.8 | i | i
COc1cccc2c1C(=O)c1c(O)c3c(c(O)c1C2=O)C[C@](O)(C(C)=O)C[C@H]3O[C@@H]1C[C@@H](N)[C@@H](O)[C@@H](C)O1 | 0.4 | i | i
C[C@@H](C(=O)NCc1ccccc1)[C@@H]1C[C@@]1(C)[C@@H](NC(=O)OCc1ccccc1)c1ccccc1 | -0.6 | i | i
COc1ccc(/C=C2\CCC/C(=C\C=N\N(C)C)C2=O)cc1 | -2.5 | i | i
CCOCCCn1c(SCC(=O)Nc2cc(OC)ccc2OC)nc2ccccc2c1=O | -1.2 | i | i
CC(=O)Nc1ccc(C(=O)N(C)C(C(=O)Nc2ccc(C)cc2)c2ccccn2)cc1 (stereo not given) | -1.3 | i | i

# An excerpt from above with just CHT block.
smiles	CHT block
Cc1cc(C)c2c(c1)cc(C)c1nnc(SCC(=O)Nc3cc(C)on3)n12	i
COc1cccc2c1C(=O)c1c(O)c3c(c(O)c1C2=O)C[C@](O)(C(C)=O)C[C@H]3O[C@@H]1C[C@@H](N)[C@@H](O)[C@@H](C)O1	i
C[C@@H](C(=O)NCc1ccccc1)[C@@H]1C[C@@]1(C)[C@@H](NC(=O)OCc1ccccc1)c1ccccc1	i

# Following part.
structure | STK33 inh | CHT block | CHT allo act
COc1ccc(C(=O)Nc2ccc(C(=O)N3CCOCC3)cc2)cc1OC | -0.1 | i | i
COc1ccc(CC(=O)N2CC3(C)CC2CC(C)(C)C3)cc1 (stereo not given) | -1.2 | i | i
CCn1cc(C(=O)NCC(C)C)c(=O)c2cc(F)c(N3CCN(C(=O)c4ccco4)CC3)cc21 | -0.3 | i | i
Cc1c(Cc2ccccc2)c(=O)oc2cc(O)ccc12 | 0.4 | -6.5* | i
COc1ccc(C(C(=O)Nc2ccc(C(C)C)cc2)N(Cc2ccco2)C(=O)CC2NC(=O)NC2=O)cc1 (stereo not given) | 7.2 | i | i
O=C(Nc1ccc(N2CCN(C(=O)c3ccco3)CC2)cc1)c1cccs1 | 0.7 | i | i
Cc1cc(C(=O)N/N=C/c2cccc(OC(=O)c3cccc(Br)c3)c2)n[nH]1 | -1.6 | i | i
Cc1cc(OCC(=O)Nc2ccc(CN3CCOCC3)cc2)c2c(C)c(C)c(=O)oc2c1 | -0.9 | i | i
COc1ccc(C)cc1S(=O)(=O)Nc1ccc(-n2c(C)nc3ccccc3c2=O)cc1 | -0.7 | i | i
CCCC(=O)NCc1ccccc1Cl | 0.4 | i | i
CCCOc1ccc(/C(O)=C2/C(=O)C(=O)N(c3cc(C)on3)C2c2ccc(C(=O)OC)cc2)cc1 (stereo not given) | 0.9 | i | i
COc1ccccc1CC(=O)Nc1ccc([N+](=O)[O-])cc1O | -0.5 | i | i
Cc1cc(OCC(=O)Nc2ccncc2)c(C)cc1Br | 7.5 | i | i
CCCCN(CC)S(=O)(=O)N1CCC(C(=O)NCCCN2CCOCC2)CC1 | 0.3 | i | i
CCCCOCCCNC(=O)COc1ccccc1 | -0.3 | i | i
Cc1ccc(C(=O)NCCCNC(=O)c2ccco2)cc1 | 4.4 | i | i
COC(=O)c1c(NS(=O)(=O)c2ccc(C)cc2)sc2c1CCC(C)C2 (stereo not given) | -0.6 | i | i
Cc1ccc(C)c(NC2=NS(=O)(=O)c3ccccc32)c1 | 0.1 | i | i
N#Cc1cc(-c2ccccc2)nc(N2CCNCC2)n1 | 0.1 | i | i
C/C(=N\N=C(c1ccccc1)c1ccccc1)c1cccs1 | 0.6 | i | i
O=C(Nc1ccc(S(=O)(=O)N2CCCCC2)cc1)c1ccc(CN2CCc3ccccc3C2)cc1 | 0.2 | i | i
Cc1cc(C)cc(NC(=O)N2CCCCCCC2)c1 | -1.5 | i | i
CCCCCNC(=O)c1cc(S(=O)(=O)N2CCCCC2)ccc1F | -0.4 | i | i
CC(=O)Nc1ccc(C(=O)Cn2nnc3ccccc3c2=O)cc1 | -1.0 | i | i
COc1cccc(CNC(=O)CCNC(=O)c2ccc(Br)o2)c1 | -0.2 | i | i
COc1ccc(-c2cc(C(=O)N3CCN(C(c4ccccc4)c4ccccc4)CC3)no2)cc1 | -2.4 | i | i
CCCCOc1ccc(/C=C/C(=O)OCC(=O)N2CC(=O)Nc3ccccc32)cc1OCC | -1.4 | i | i
CCOc1ccccc1NC(=O)CSc1nnc(-c2cnccn2)n1C | -2.1 | i | i
O=C(NCCCN1CCOCC1)c1cccc(S(=O)(=O)Nc2ccccc2Cl)c1 | 2.9 | i | i
CCCc1cc(NCc2ccccn2)n2nc(C)c(-c3ccccc3)c2n1 | -1.5 | i | i
O=C1CSC(=Nc2ccccc2)N1 | -0.2 | i | i
Cc1ccccc1OCC(=O)NCC1CCCO1 (stereo not given) | 1.2 | i | i
COc1ccc(CCNC(=O)c2cc3c(=O)n4ccccc4nc3n(CC3CCCO3)c2=N)cc1OC (stereo not given) | 2.5 | i | i
CCCCN(CCCC)CCNC(=O)c1cn(CC)c2ccc(S(=O)(=O)N(C)C3CCCCC3)cc2c1=O | 2.0 | -7.1* | i
CCN(Cc1ccccc1)C(=O)c1cc2c(OC)c(OC)c(OC)cc2[nH]1 | -1.2 | i | i
CCOC(=O)CN1CC23C=CC(O2)C(C(=O)O)C3C1=O (stereo not given) | -1.7 | i | i
CC(=O)c1ccc(NC(=S)NCC(c2ccco2)N2CCCC2)cc1 (stereo not given) | -0.9 | i | i
Cc1ccc(NC(=O)c2sc(C)nc2C)c(C)c1 | 0.5 | i | i
Cc1c(O)nc(SC2CC(=O)N(c3ccccc3)C2=O)[nH]c1=O (stereo not given) | -1.3 | i | i
CCOC(=O)C1=C(c2ccccc2)O/C(=C(\C(=O)OC)C(F)(F)F)S1 | -1.5 | i | i
CC(C)(C)c1ccc(OCCC(=O)OCC(=O)NC2CCS(=O)(=O)C2)cc1 (stereo not given) | 0.1 | i | i
Cc1cc(C)n2c(SCC(C)C)nnc2n1 | -0.3 | i | i
Cc1ccc(CNC(=O)CCCn2c(=O)[nH]c3ccccc3c2=O)cc1 | -0.4 | i | i
O=C(Nc1ncc(Cc2cccc(Cl)c2Cl)s1)C1CCCO1 (stereo not given) | -2.4 | i | i
CCc1ccc(N(CC(=O)Nc2ccccc2C(=O)N2CCCC2)S(C)(=O)=O)cc1 | -0.3 | i | i
Cc1cc(C(=O)Nc2ccon2)cs1 | -0.4 | i | i
O=C(OCC(=O)N1CCN(C(=O)c2ccco2)CC1)c1cc(-c2cccc(Br)c2)nc2ccccc12 | 0.3 | i | i
COC(=O)CC1=NC(=O)CS1 | -2.2 | i | i
N/C(=N\OC(=O)c1cccc([N+](=O)[O-])c1)c1cccnc1 | 0.6 | i | i
Cc1ccc(C)c(NC(=O)CN(C)C(=O)Cc2ccc(Cl)cc2Cl)c1 | -1.8 | i | i

# The list goes on:
structure | STK33 inh | CHT block | CHT allo act
CCOC(=O)C1=C(COC(=O)c2cccs2)NC(=O)NC1C (stereo not given) | -0.9 | i | i
CCOc1cc(OCC)cc(C(=O)Nc2cccnc2)c1 | -1.7 | i | i
Cc1cc([N+](=O)[O-])ccc1N1C(=O)c2ccc(C(=O)Nc3ccccc3C(=O)O)cc2C1=O | -0.8 | i | i
O=C(CSc1nc2ccc(NC(=O)CSc3nnnn3Cc3ccccc3)cc2s1)Nc1ccccc1 | -1.2 | i | i
CCCCNC(=O)CSc1nc(CCC)nc2ccccc12 | 1.0 | i | i
CC(=O)N1CCN(S(=O)(=O)c2ccc(S(=O)(=O)N3CCCC(C)C3)cc2)CC1 (stereo not given) | 0.3 | i | i
Cc1cc(Br)ccc1-n1[nH]c(C)c(C=Nc2cccc3nsnc23)c1=O | -0.6 | i | i
Cn1c(=O)[nH]c(=O)c2c1nc(N1CCCCCC1)n2CCCSc1nc2ccccc2o1 | 3.2 | i | i
NS(=O)(=O)c1ccc(CNC(=O)c2cc(=O)c3cc(Cl)ccc3o2)cc1 | 0.1 | i | i
COc1ccc(CNC(=O)c2cnn3c(C(F)F)cc(C)nc23)cc1 | -1.0 | i | i
Cc1ccc(-c2ccc(CCC(=O)O)n2-c2ccc(O)cc2)cc1 | -0.3 | i | i
O=C(CCCO)N/N=C/c1ccccc1[N+](=O)[O-] | -0.7 | i | i
O=C(O)C(F)=C(c1ccccc1)c1ccccc1 | -0.5 | i | i

# Screens (PubChem BioAssay)
